Source: PubChem
b-catenin transl: alters nuclear translocation of beta-catenin in HeLa cells; immunofluorescence imaging; AID 1665; hit rate 0.3% among 190,000; nuclear translocation activity, % at 5 µM;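 active means nuclear translocation activity above 50% at 5 µM, with a well cell count of 50 or more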;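 further: per-cell ratio of nuclear to cytoplasmic median beta-catenin stain intensity; plate controls were DMSO negative control for no effect and GSK-3 inhibitor IX positive control for full effect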
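Test system: HeLa cells, endogenous beta-catenin; Compound: single 5 µM dose plus 0.02–20 µM confirmation series; Times: compound exposure 24 h at 37°C; Signal: fluorescence imaging of beta-catenin antibody stain plus DAPI; Read-out: % activation, nuclear-to-cytoplasmic median beta-catenin signal ratio per cell.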
CSM14.1 death rescue: protection against thapsigargin-triggered cell killing – 384-well, CSM14.1, ATP luminescence, primary screen (AID 1222); CSM14.1 thapsigargin-induced death rescue, ATP luminescence; higher % means a stronger effect; one-dose cellular ATP content (survival), % at 20 µM; EC50 in µM for titrated hits; 190,000 tested, under 10 active;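 active means EC50 below 50 µM in the dose-response confirmation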;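 further: death triggered by thapsigargin at about 15 µM added after 2 h compound pretreatment; cell ATP read after overnight thapsigargin exposure of roughly 18 to 22 hours; normalized against plate controls of thapsigargin alone and 5% DMSO vehicle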
Autophagy HCS: alters autophagy in cells; MEF GFP-LC3 puncta imaging; test concentration mostly 10 µM; calls only at 10 µM (by protocol); hit rate 0.98% among 190,000;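 active means percentage of spot-positive cells more than 3 SD above its plate mean, without a fluorescence outlier flag or 80% toxicity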;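 further: spot-positive cell cutoff set from DMSO-treated cells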
Dynein transport: blocks dynein driven cargo transport along microtubules; 3617.4 mouse cells, GR-EGFP nuclear translocation imaging; test concentration mostly 20 µM; stimulated with dexamethasone, 1 µM; active compounds read low; z-score, hits read low; hit rate 0.47% among 220,000; AID 1381;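 active means plate z-score of nuclear minus cytoplasmic receptor signal below a set negative limit, without overly bright fluorescence or cell loss, cut at about -3.5 in these data, passing the limit was not always enough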;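 further: z-score of nuclear minus cytoplasmic ring GR-EGFP intensity difference per well; some compounds called inactive have numbers as strong as hits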
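Schedule: 48 h induction, then 1 h compound, then 30 min agonist, 37 °C. Buffer or medium: tetracycline-free induction medium containing charcoal-stripped FBS. Reagent: 1.0 µM final dexamethasone stimulus. Evaluation: nuclear versus cytoplasmic GR-EGFP signal, averaged per well. Signal: high-content fluorescence imaging after fixation.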
WT yeast gro inh: growth inhibition of WT yeast, mitochondrial fusion screen; inhibition, % at 10 µM; mitochondrial fusion phenotypic screen, WT strain; hit rate 2.1% among 190,000; AID 1362; in the data active means inhibition above about 58%; tested in S. cerevisiae
Ins promoter up: MIN6 insulin promoter up-regulation | MIN6 insulin promoter-GFP reporter, high-content imaging; active compounds read high | z-score at 5 µM | hit rate 0.3% among 190,000 | AID 1625;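 active means z-score above 3 at 5 µM with at least 500 cells counted in the well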
MT stabilize HCS: microtubule stabilization, imaging screen; HeLa tubulin immunostaining HCS, 24 h; share of cells brighter than vehicle mean+2SD; % tubulin-high responders, % at 10 µM; hit rate 0.83% among 200,000;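 active means plate Z-score above 3 for both tubulin-high and condensed-nucleus cell shares, with cell loss under 80%, at 10 µM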;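 further: anti alpha tubulin signal scored within the nucleus-defined area of each cell; some results filed as inactive read as strong as hits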
Lipid droplet: hepatic lipid droplet formation modulation; AID 1656; inhibition, % at 6.5 µM; hit rate 0.4% among 240,000; AML12 mouse hepatocytes, oleate lipid droplets, BODIPY imaging;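 active means lipid droplet intensity inhibited by at least 50%, with more than 500 cells counted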
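Assay system: AML12 hepatocytes (mouse) / Also added: 100 µM oleic acid challenge / Times: overnight treatment with compound plus oleate / Detection: high-content imaging of BODIPY-stained droplets and DAPI nuclei / Evaluation: % inhibition of lipid droplet signal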
XIAP displacement: XIAP antagonists, biochemical, IAP family, fluorescence polarization (AID 1018). XIAP BIR domain, fluorescence polarization peptide displacement; higher % means a stronger effect. displacement, % at 20 µM, or IC50 in µM where a hit was titrated. hit rate 0.007% among 200,000; in the data active means displacement above about 50%; further: a part of the inactive calls stands beside numbers as strong as those of hits
WT yeast gro inh mutant strain: recorded beside WT yeast gro inh, whose call it bears; inhibition, %; mitochondrial fusion phenotypic screen, mutant strain inhibition
Dynein transport cytoplasmic EGFP: second read-out of Dynein transport, no call of its own (marks repeat the call); z-score; measured here: cytoplasmic GR-EGFP intensity; active compounds read high
Dynein transport nuclear GR-EGFP: recorded beside Dynein transport, whose call it bears; z-score; measured here: nuclear GR-EGFP intensity;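 lower value marks the stronger effect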
Dynein transport cell count: further read-out of Dynein transport, marked with its call; z-score; measured here: cell count per field
Ins promoter up cell count: recorded beside Ins promoter up, whose call it bears; cell count; measured here: cytotoxicity, nuclei count;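 total cells summed across four imaged fields per well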
Lipid droplet cells 6.5 µM: recorded beside Lipid droplet, whose call it bears; cell count; measured here: cell count, cytotoxicity flag;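 cells counted across two imaged fields per well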
b-catenin transl cell count 5 µM: also measured in b-catenin transl; calls as there; cell count; measured here: cell count, cytotoxicity flag
MT stabilize HCS Hoechst-high %: second read-out of MT stabilize HCS, no call of its own (marks repeat the call); % Hoechst-high responders; measured here: nuclear condensation Hoechst responders;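 share of cells brighter than vehicle mean plus two SD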
MT stabilize HCS cytotoxicity %: second read-out of MT stabilize HCS, no call of its own (marks repeat the call); toxicity, %; measured here: cytotoxicity by cell density;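 0% = mean cell density of plate MIN control wells and 100% = no cells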
Autophagy HCS cell loss 18 h: second read-out of Autophagy HCS, no call of its own (marks repeat the call); toxicity, %; measured here: cell loss, nuclei count;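 cell loss after 18 h compound exposure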
* = called active by the depositor; i = inactive; nt = not tested or not shown.

mol	b-catenin transl	b-catenin transl cell count 5 µM	CSM14.1 death rescue	Autophagy HCS	Autophagy HCS cell loss 18 h	Dynein transport	Dynein transport cytoplasmic EGFP	Dynein transport nuclear GR-EGFP	Dynein transport cell count	WT yeast gro inh	WT yeast gro inh mutant strain	Ins promoter up	Ins promoter up cell count	MT stabilize HCS	MT stabilize HCS Hoechst-high %	MT stabilize HCS cytotoxicity %	Lipid droplet	Lipid droplet cells 6.5 µM	XIAP displacement
O=C(NNC(=S)NC(=O)c1ccccc1[N+](=O)[O-])c1ccc(Cl)cc1Cl	-3.1	1122	-1.2%	i	25.7	-0.504	-0.22	0.0301	0.0101	0.8	-8.3	-0.22	1594	4.4	1.4	3.4	11.7	667	0.0%
CCCC(c1nnnn1CCOC)N1CCN(c2nc3ccccc3s2)CC1 (stereo not drawn)	-3.0	1130	0.8%	i	-0.2	0.786	-0.117	-0.0841	-0.409	7.1	-8.3	0.03	1270	2.6	2.7	3.1	3.6	719	-5.2%
COc1cccc(NC(=O)CN2CCN(c3ccc(F)cc3)CC2)c1	-4.0	961	-0.7%	i	3.9	0.0571	0.314	0.0949	0.128	15.5	6.2	-0.07	1273	1.6	2.0	6.1	nt	nt	-1.4%
CCn1c(-c2c(Cl)c(C)nn2C)n[nH]c1=S	nt	nt	-0.2%	i	-2.1	0.843	-0.225	0.614	-1.3	9.3	8.7	-0.1	1282	4.6	1.8	2.6	2.6	727	-3.1%
CC(=O)Nc1nnc(-c2ccco2)o1	-2.1	1134	nt	i	-6.4	-0.496	-0.287	-0.111	0.317	9.9	2.4	-0.01	1289	2.6	2.1	4.7	4.3	669	-3.5%
COc1cccc(NC(=O)Cn2c(=O)n(-c3cc(OC)c(OC)c(OC)c3)c(=O)c3ccccc32)c1	-0.9	1084	nt	i	5.4	-0.472	-0.352	0.0897	-0.128	-11.8	14.5	1.55	1009	1.9	1.6	9.1	15.2	705	-7.5%
CCN(CC)S(=O)(=O)c1ccc(NC(=O)C(OC)c2ccccc2)cc1 (stereo not drawn)	1.0	1076	-2.3%	i	-3.6	-1.2	-0.268	-0.266	0.944	-1.9	-1.8	0.33	1961	4.2	2.2	23.1	6.6	648	7.6%
COc1ccc2c(c1)c(=O)c(Br)c(C)n2Cc1ccccc1	1.2	1191	-1.7%	i	4.9	0.838	-0.163	1.15	-0.991	22.4	5.5	0.21	982	2.9	2.5	4.7	nt	nt	-0.2%
Cc1cc(C)n(CCCN2C(=O)c3cccc4cccc(c34)C2=O)n1	0.3	1567	0.4%	i	3.2	0.353	-0.286	0.0608	-0.0273	56.0	37.5	0	1374	1.6	1.8	0.1	-5.1	746	-2.7%
O=C(NC1CCCCC1)C12CC3CC(CC(Cl)(C3)C1)C2	1.9	1074	-2.9%	i	20.4	-0.61	-0.316	-0.344	0.727	14.6	7.3	0.38	1465	4.6	2.2	7.3	-0.2	601	-0.2%
COc1ccc(C2Nc3ccccc3C(=O)N2c2ccccc2)cc1Cn1cc([N+](=O)[O-])cn1 (stereo not drawn)	1.1	1046	-0.2%	i	13.9	0.068	-0.0867	0.119	-0.848	-6.0	-15.1	-0.35	1455	3.8	1.4	4.5	-14.3	676	-4.4%
CCOc1ccc(OCC)c(Nc2cc(C)nc3ncnn23)c1	-2.8	1174	nt	i	-10.6	1.61	-0.165	0.853	-0.455	10.9	3.9	-0.31	1842	7.6	1.9	7.5	7.6	669	1.3%
Cc1cc(C)c(C)c(S(=O)(=O)N2CCN(CC(=O)c3c(N)n(Cc4ccccc4)c(=O)n(C)c3=O)CC2)c1C	1.6	414	-1.8%	i	23.0	3.74	0.0417	3.16	-0.929	16.9	5.5	-1.07	916	2.3	1.9	2.3	2.5	641	-5.2%
C/C(=N\NC(=O)c1ccccc1O)c1cccs1	-1.6	1101	1.0%	i	24.0	1.08	-0.314	-0.0616	-0.653	35.1	21.9	1.11	1076	3.5	2.0	4.6	0.3	727	-4.8%
COc1ccc(CCNC2=C(Cl)C(=O)N(CCc3ccc(OC)c(OC)c3)C2=O)cc1OC	-2.8	1215	-3.4%	i	0.3	i	nt	nt	-4.51	14.2	22.7	nt	nt	1.9	1.7	5.2	-34.7	771	-0.8%
COC(=O)c1c(CSc2cccc(C)c2)noc1C(=O)NCc1ccco1	-3.6	871	0.3%	i	-28.6	0.25	-0.226	0.404	0.915	4.8	4.8	1.25	1449	2.7	1.5	8.9	nt	nt	-3.8%
Cc1cccc(-n2nnc3c(=O)n(CC(=O)Nc4cc(C)on4)cnc32)c1	0.3	1042	1.0%	i	8.5	0.143	0.369	-0.169	0.942	-4.3	-17.2	-0.02	1280	3.1	0.9	9.2	13.8	705	-2.3%
Cc1nc2ccc(NC(=S)NCCCO)cc2nc1C	0.7	974	0.5%	i	10.9	-1.37	-0.206	-0.746	0.0339	-23.2	6.1	0.61	1455	1.9	2.7	4.7	1.5	741	-1.4%
Brc1ccc(CSc2nnc3ccccn23)cc1	-0.6	1101	-3.1%	i	25.7	-0.251	-0.234	-0.723	0.29	-8.2	-10.3	-0.53	1323	2.1	2.2	4.2	17.1	691	-7.7%
Cc1cccc(C)c1NC(=O)CSc1cc(C(=O)c2nccn2C)c2ccccc2n1	-2.2	940	-2.5%	i	1.4	-0.774	-0.291	-0.699	0.876	-7.0	-16.8	0.53	1366	4.1	2.5	5.5	-12.0	663	-8.7%
O=C(O)CCCC(=O)N1CCC(C(O)(c2ccccc2)c2ccccc2)CC1	0.5	1501	-1.0%	i	21.5	-0.501	-0.356	-0.527	0.934	-5.0	-15.7	0.11	1488	2.2	2.5	4.6	-3.0	559	-3.7%
Cc1nc(C(=O)O)nn1-c1cc(Cl)ccc1Cl	-0.5	1574	-0.3%	i	-20.0	-0.214	-0.322	0.0952	0.429	3.0	7.3	0.4	1435	3.1	1.6	5.8	1.2	717	-3.4%
COC(=O)C1=C(C)Nc2nnnn2C1c1cccnc1 (stereo not drawn)	2.3	989	0.9%	i	-8.9	0.149	-0.238	0.0643	0.495	1.6	-7.3	0.18	1262	2.8	1.7	2.4	8.9	750	-4.5%
Cc1noc(C)c1COC(=O)Cn1c(C)nc2ccccc21	0.4	664	-0.5%	i	-1.2	-0.457	0.0133	-0.104	0.382	-13.3	-12.9	0.83	1010	2.0	1.1	9.8	nt	nt	-5.7%
CC(C)CNC(=O)c1cnn2c(C(F)(F)F)cc(C(F)(F)F)nc12	0.3	1063	nt	nt	nt	0.429	-0.16	0.205	-0.813	nt	nt	0.61	1467	nt	nt	nt	-6.4	739	nt
COc1ccc(NS(=O)(=O)c2cc(NC(=O)Cc3cccs3)ccc2C)cc1	15.3	370	-8.9%	i	3.2	-0.353	-0.26	-0.339	0.227	-19.9	-10.6	0.08	1260	16.9	9.0	53.1	-22.5	597	-5.3%
O=C(O)COc1ccccc1/C=N/NC(=O)CN1CCN(Cc2ccccc2Cl)CC1	1.1	1316	nt	nt	nt	0.319	-0.247	0.836	-1.1	nt	nt	-0.04	1188	nt	nt	nt	-16.5	735	nt
COc1ccc(O)c(C2=Nc3ccccc3N=C(c3ccccc3)C2)c1	-0.5	1244	nt	nt	nt	-0.0282	-0.75	-0.335	-0.465	nt	nt	-0.1	999	nt	nt	nt	31.9	687	nt
Cc1c(Br)cccc1NC(=O)c1sccc1-n1cccc1	nt	nt	-0.9%	i	5.6	-0.555	-0.042	-0.216	0.699	-4.0	-5.8	nt	nt	1.3	1.1	3.2	4.4	838	nt
CCOc1ccc(-c2nc3scc(-c4cccs4)c3c(=O)[nH]2)cc1	-1.1	1063	-1.0%	i	2.6	-0.999	-0.311	-0.424	0.525	1.9	4.3	0.6	1567	4.7	0.7	2.8	1.1	640	-8.3%

(more compounds)
mol	b-catenin transl	b-catenin transl cell count 5 µM	CSM14.1 death rescue	Autophagy HCS	Autophagy HCS cell loss 18 h	Dynein transport	Dynein transport cytoplasmic EGFP	Dynein transport nuclear GR-EGFP	Dynein transport cell count	WT yeast gro inh	WT yeast gro inh mutant strain	Ins promoter up	Ins promoter up cell count	MT stabilize HCS	MT stabilize HCS Hoechst-high %	MT stabilize HCS cytotoxicity %	Lipid droplet	Lipid droplet cells 6.5 µM	XIAP displacement
COC(=O)CN(c1cc(Cl)ccc1OC)S(=O)(=O)c1ccc(C)cc1	-1.0	1265	nt	nt	nt	-0.233	-0.279	0.287	0.192	nt	nt	-0.16	949	nt	nt	nt	0.5	684	nt
Cc1ccc(-c2cccc(NC(=O)C3C4C=CC(C4)C3C(=O)O)c2)o1 (stereo not drawn)	nt	nt	0.7%	i	-11.4	-0.547	-0.298	-0.245	1.61	-5.7	-0.2	-0.29	903	1.0	1.1	5.8	-25.9	793	-2.4%
COc1ccc(S(=O)(=O)NCCCCCC(=O)NCCCN2CCOCC2)cc1	0.5	1362	-1.6%	i	7.0	5.25	0.593	2.61	-3.71	3.9	15.5	0.01	1471	4.6	0.7	3.5	nt	nt	-0.1%
CCCCOC(=O)N1CCOCCOCCOCC1	-2.0	1181	nt	nt	nt	-0.0312	-0.212	-0.0798	0.865	nt	nt	0.02	1374	nt	nt	nt	11.2	636	nt
CC(=O)N1CCC[C@H]1C(=O)O	-2.0	1060	-1.8%	i	1.8	0.419	-0.313	0.475	1.52	-11.4	6.2	0.2	1280	2.6	3.6	11.2	19.1	635	-4.3%
Cc1cccc(C)c1OCC(O)Cn1ccnc1C (stereo not drawn)	nt	nt	0.0%	i	-10.0	-0.817	-0.226	-0.447	0.727	3.3	5.3	0.76	908	4.6	2.3	6.1	nt	nt	-0.4%
